Mdm2-MdmX inh = human Mdm2/MdmX binding inhibition; O15151+Q00987; SaOS-2 split-luciferase Mdm2/MdmX complementation, luminescence; inhibition, % at 8 µM; 3% of 330,000 active;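 active = inhibition of at least 50% at 8 µM in the primary screen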
UPR CHOP act = apoptotic UPR (CHOP) activation; 0.34% of 330,000 active; CHO-CHOP luciferase reporter, luminescence; percent of tunicamycin response over DMSO baseline; activation, % at 10 µM;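 active = at 10 µM dose, activation of 40% or more, normalized to positive control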;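 also: 100% = tunicamycin at 10 µg/mL and 0% = DMSO alone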
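Test system: CHO CHOP reporter cells. Input: 500 CHO-CHOP cells per well. Medium: F12 with 10% FBS. Technique: luciferase luminescence. Measure: percent activation relative to tunicamycin control. Dosing: 10 µM compound, 0.5% DMSO. Timing: 16-18 h cell attachment, then 6 h compound exposure, 37 °C.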
CXCR6 block = blocks human CXCR6 beta-arrestin recruitment; CHO-K1 PathHunter CXCR6 beta-arrestin, luminescence; AID 602244; 0.36% of 360,000 active; inhibition, % at 20 µM; in the data active = inhibition above about 34%, passing the limit was not always enough;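 also: antagonist mode with CXCL16 agonist at 10 nM final; 0% = 10 nM CXCL16 with DMSO and 100% = unstimulated wells without agonist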
Target sequence (O00574 whole entry, looked up): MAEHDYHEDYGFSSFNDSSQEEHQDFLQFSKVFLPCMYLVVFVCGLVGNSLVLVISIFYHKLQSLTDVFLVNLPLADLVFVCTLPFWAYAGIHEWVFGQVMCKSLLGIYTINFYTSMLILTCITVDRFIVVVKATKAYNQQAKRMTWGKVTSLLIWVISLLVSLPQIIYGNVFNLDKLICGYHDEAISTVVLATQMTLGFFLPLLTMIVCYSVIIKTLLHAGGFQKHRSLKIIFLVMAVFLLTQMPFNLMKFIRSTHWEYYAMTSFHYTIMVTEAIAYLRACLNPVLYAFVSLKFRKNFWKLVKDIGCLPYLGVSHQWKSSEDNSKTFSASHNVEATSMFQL
APJ ag = activates the human apelin receptor APJ; P35414; CHO-K1 APJ PathHunter beta-arrestin, luminescence; 0% DMSO wells, 100% apelin; activation, % at 20 µM; 0.11% of 330,000 active; AID 2520;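 active = activation more than six SD over the plate average, tested at 20 µM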;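 also: 0% = DMSO alone and 100% = apelin-13 at 10 nM; some results filed as inactive read as strong as hits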
Target sequence (P35414 whole entry, looked up): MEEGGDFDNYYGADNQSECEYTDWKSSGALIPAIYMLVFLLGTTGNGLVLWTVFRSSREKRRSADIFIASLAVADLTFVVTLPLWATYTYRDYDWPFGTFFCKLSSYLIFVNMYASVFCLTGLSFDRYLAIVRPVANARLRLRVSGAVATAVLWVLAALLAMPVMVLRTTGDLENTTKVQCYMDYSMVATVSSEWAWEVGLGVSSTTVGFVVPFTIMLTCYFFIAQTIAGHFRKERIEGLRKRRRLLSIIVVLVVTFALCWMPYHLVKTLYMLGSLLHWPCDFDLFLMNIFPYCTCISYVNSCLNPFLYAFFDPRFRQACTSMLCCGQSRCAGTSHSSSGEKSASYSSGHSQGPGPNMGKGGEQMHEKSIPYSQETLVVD
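Assay system: engineered CHO-K1 APJ arrestin reporter cells; Amount: 1000 CHO-K1 reporter cells seeded per well; Dosing: one dose, 20 µM compound, 1% DMSO; Times: compound stimulation 90 min at 25 °C, detection 60 min; Measured by: luminescent beta-gal fragment complementation, chemiluminescent substrate; Read-out: APJ–arrestin association signal; Controls: DMSO vs Apelin-13 10 nM.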
APJ antagonist = blocks the human apelin receptor APJ. 0.32% of 330,000 active. CHO-K1 APJ beta-arrestin complementation, luminescence. AID 2521. inhibition, % at 20 µM;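 active = inhibition above about 40% at 20 µM, limit read from the data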;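 also: cells challenged with 10 nM apelin-13 agonist together with compound; plate controls were apelin-13 plus DMSO wells for no effect and DMSO wells lacking apelin-13 for full effect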
UPR XBP1 act = activators of adaptive arm of unfolded protein response (XBP1) | 0.33% of 330,000 active | CHO-XBP1 luciferase reporter, IRE1-XBP1 UPR activation, luminescence; percent of tunicamycin response, DMSO as zero | activation, % at 20 µM;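 active = versus positive control, 20 µM dose yields 30% or more activation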;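 also: 100% = tunicamycin at 10 µg/mL and 0% = DMSO only wells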
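Material: CHO cell line with stable XBP1 luciferase reporter; schedule: 16-18 h cell attachment at 37 °C, then 6 h compound exposure; signal: glow luminescence from Steady-Glo reagent; medium: serum-containing F12 medium, 10% FBS; benchmarks: tunicamycin 10 µg/mL and vehicle-only wells; read-out: percent activation relative to tunicamycin reference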
CCR6 antag = blocks CCL20-driven beta-arrestin recruitment at human CCR6; P51684; CHO-K1 CCR6 PathHunter beta-arrestin, luminescence, CCL20-stimulated; inhibition, % at 20 µM; 0.49% of 340,000 active;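 active = compounds whose inhibition of the agonist-driven luminescence signal at 20 µM reaches about 50%, limit read from the data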;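 also: cells stimulated with CCL20 at 14 nM final; plate controls were DMSO with CCL20 for no effect and DMSO without agonist for full effect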
EBI2 block = antagonists of human EBI2 receptor | P32249 | EBI2 beta-arrestin recruitment, luminescence, 7a,25-OHC stimulated | inhibition, % at 5 µM | 0.81% of 360,000 active; in the data active = inhibition above about 38%;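 also: enzyme fragment complementation signal reports receptor beta-arrestin coupling in cells; 0% = agonist plus DMSO wells and 100% = wells without agonist; some results beyond the cut were filed as inactive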
Target sequence (P32249 whole entry, looked up, the tested form may be a part): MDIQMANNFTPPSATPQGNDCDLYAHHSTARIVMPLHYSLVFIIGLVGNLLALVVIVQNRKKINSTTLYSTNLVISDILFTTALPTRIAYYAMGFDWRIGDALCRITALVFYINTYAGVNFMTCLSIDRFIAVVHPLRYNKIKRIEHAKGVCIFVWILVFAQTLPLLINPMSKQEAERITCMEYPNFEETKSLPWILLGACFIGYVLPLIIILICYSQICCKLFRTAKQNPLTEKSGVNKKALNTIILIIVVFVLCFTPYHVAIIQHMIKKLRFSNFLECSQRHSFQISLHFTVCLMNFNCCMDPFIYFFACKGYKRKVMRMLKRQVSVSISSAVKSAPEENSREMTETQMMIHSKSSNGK
tim23-1 inh = growth inhibitors of tim23-1 mutant yeast | inhibition, % at 20 µM | AID 463212 | S. cerevisiae tim23-1 growth, BacTiter-Glo luminescence, 24 h | 1.3% of 330,000 active;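 active = growth inhibition of the mutant yeast at or above 50%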;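 also: temperature-sensitive mutant grown at 25 °C; plate controls were DMSO-treated mutant yeast for no effect and medium wells lacking yeast for full effect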
* marks the source's active call; other numbers are inactive results; nt = not tested or not shown.

SMILES	Mdm2-MdmX inh	UPR CHOP act	CXCR6 block	APJ ag	APJ antagonist	UPR XBP1 act	CCR6 antag	EBI2 block	tim23-1 inh
Cc1cccc(NC(=S)Nn2cnnc2)c1C	11.6	0.8	2.0	-3.5	11.1	-8.3	2.7	-3.6	-6.2
COc1ccc(CCNC(=O)c2ccc3ccccc3n2)cc1	-26.5	1.7	3.2	0.5	2.0	2.8	16.2	1.4	14.5
O=C(COc1ccc(Cl)cc1)Nc1cccc(-c2ccc3nncn3n2)c1	-5.7	1.1	-5.5	-0.4	-14.6	0.8	6.3	15.4	-26.4
CCCNC(=O)Nc1ccsc1C(=O)OC	8.7	0.5	4.5	-1.1	17.4	2.3	1.8	-6.0	1.2
CC1CCCCN1C(=O)C(Cc1ccccc1)N1C(=O)C2CCCCC2C1=O (stereo unspecified)	18.3	1.9	-5.7	0.2	-11.5	-1.8	0.2	-2.0	25.8
O=C(C1CCN(S(=O)(=O)c2cccc3nsnc23)CC1)N1CCc2ccccc2C1	11.3	-1.0	-9.0	-1.7	-4.2	-1.5	1.8	11.4	14.8
CC1CCC(NC(=O)c2cc3c(s2)CCCC3)CC1 (stereo unspecified)	-42.7	5.3	-1.7	-6.8	10.3	-0.8	5.7	8.8	30.4
c1ccc2cc(CCO[C@H]3CCCCO3)ncc2c1	1.7	-2.9	-5.1	-5.1	-2.3	-5.9	2.5	-3.8	9.6
CC(C)C(NC(=O)c1ccc2c(c1)OCO2)C(=O)N/N=C/c1cccs1 (stereo unspecified)	13.0	1.2	5.5	-3.8	-2.8	-4.1	11.0	-5.5	-13.5
Cc1cc(C)n(CC(=O)O)c(=O)c1[N+](=O)[O-]	-26.0	0.8	-1.9	-1.4	19.1	1.8	5.5	-3.4	6.7
COCCn1c(N)c(C(=O)Nc2sc3c(c2C(=O)OC)CCCC3)c2nc3ccccc3nc21	28.9	1.5	-0.1	1.3	11.7	-5.3	-10.6	10.7	17.6
COc1cc(/C=N/NC(=O)C(N)=O)ccc1OC(=O)c1cccs1	9.9	1.2	7.9	-2.7	-5.2	-0.6	7.5	-9.3	6.7
O=C(CCc1n[nH]c(=O)[nH]c1=O)N/N=C/c1ccco1	9.8	-1.0	-1.8	-2.3	-0.6	-0.2	13.2	5.9	4.7
Cc1cccc(NC(=O)Nc2cccnc2)c1C	19.4	0.9	-2.4	-0.5	17.9	-3.3	-3.8	7.3	2.4
COC(=O)Cn1c(C(=O)N2CCCC2)cc2c1C[C@H]1CN(C(=O)c3ccccc3)[C@@](Cc3ccc(F)cc3)(C(=O)OC)[C@@H]21	16.6	-2.0	7.9	-5.1	-10.7	0.5	-10.1	6.8	14.7
COC(=O)CSc1nnc(-c2ccccc2OC)o1	-7.5	-0.1	2.7	-1.2	9.7	-1.5	13.1	0.6	6.0
Nc1nc(-c2ccc3c(c2)CCO3)cs1	-6.3	2.2	0.1	-2.5	17.7	4.1	0.6	-5.2	5.5
COc1cccc(C2Nc3c(F)cc(Br)cc3C3C=CCC32)c1OC (stereo unspecified)	-3.5	1.2	-1.0	-3.6	9.4	0.2	18.9	15.9	2.7
O=C(NC(Cc1ccccc1)C(=O)O)c1ccccc1 (stereo unspecified)	20.7	-1.4	0.1	-4.7	16.4	-1.2	-4.0	2.5	13.8
Cc1cccc2cc(C3CC(c4ccco4)=NN3S(=O)(=O)c3ccccc3)c(Cl)nc12 (stereo unspecified)	9.7	-0.8	6.5	-1.7	-1.2	-2.6	7.3	1.8	29.6
COc1ccccc1C(=O)COC(=O)c1nc(Cl)ccc1Cl	6.7	0.4	5.6	-5.2	-1.2	1.4	11.7	-7.5	20.5
COc1cc(/C=N/NC(=O)C(Cc2c[nH]c3ccccc23)NC(=O)OCC(C)C)cc([N+](=O)[O-])c1OCc1ccccc1 (stereo unspecified)	8.0	2.2	2.4	-1.0	-43.9	8.8	11.6	6.5	9.9
Cc1ccc(/C=C(\NC(=O)c2ccccc2)C(=O)OCc2ccccc2)cc1	13.4	-1.2	5.7	2.9	-1.8	-1.9	17.4	-4.0	35.7
COc1c(C)cc(C(=O)C2CCCN(S(=O)(=O)N(C)C)C2)cc1C (stereo unspecified)	29.0	1.9	6.0	-2.7	2.4	-5.3	7.6	8.5	16.1
CCCOCn1cc(F)c(=O)[nH]c1=O	-6.5	5.0	3.0	-0.6	18.5	1.1	-8.3	-13.4	6.9
Cc1nc2ncnn2c(N2CCN(C(=O)c3cccc(F)c3)CC2)c1Cc1ccccc1	15.7	-0.8	0.1	-1.0	11.8	-0.9	2.7	2.2	15.5
NC(=O)C1CCN(C(=O)c2ccc(Cl)c(S(=O)(=O)NCc3ccco3)c2)CC1	31.0	5.2	3.1	-4.2	9.1	-0.6	13.0	-6.8	7.9
CCN1C(=O)N[C@H](c2ccc(Br)cc2)C(C(C)=O)=C1C	4.2	0.6	-1.7	4.0	0.8	-0.7	11.9	3.7	21.2
Cc1ccccc1NS(=O)(=O)c1ccc(C(=O)NCC(c2ccccc2)N(C)C)cc1 (stereo unspecified)	31.7	-1.6	-13.6	-0.3	-16.9	-3.3	15.6	1.5	-2.5
COc1c(Cl)cc(C(=O)NCc2ccco2)cc1Cl	-3.1	2.9	-2.3	-3.3	15.3	-0.7	6.6	-2.6	15.8
CC[C@]12c3[nH]c4cc(CCC(=O)N(C)C)ccc4c3CCN1C(=O)[C@@H](CC(=O)NCCC1=CCCCC1)C[C@@H]2C(=O)N1CCN(C(=O)c2ccco2)CC1	18.4	3.0	-6.2	nt	nt	2.6	3.1	-5.9	25.8
O=C(Cn1c(O)c(/C=C2\C=Nc3ccc(Br)cc32)sc1=O)N1CCCC1	-15.6	1.2	6.9	2.8	2.1	4.5	13.2	15.2	39.8
Cc1nc(SCC(=O)NCC2CCCO2)c2c3c(sc2n1)CCCC3 (stereo unspecified)	-18.3	0.6	-3.1	-0.2	15.8	4.5	22.9	6.2	42.9
CCOc1ccc(N(Cc2cc3ccc(C)cc3[nH]c2=O)S(=O)(=O)c2ccccc2)cc1	58.9*	-0.1	8.7	2.0	15.8	3.4	8.1	7.6	45.4
CCOC(=O)C1CCCN(C(=O)c2sc3nc(-c4ccccc4)cn3c2C)C1 (stereo unspecified)	19.1	-0.2	0.3	-2.7	8.0	-1.6	11.9	7.7	30.4
COc1ccc(CN2C(=O)c3ccccc3C2=O)cc1C(=O)N(C)CC(=O)Nc1c(C)cccc1C	8.3	-0.5	-1.5	-2.9	22.1	-5.8	7.2	3.3	7.0
C=CCn1c(=O)c2c3c(sc2n2c(Nc4ccc(OC)cc4)nnc12)CCCC3	23.0	2.3	-3.0	15.0	-4.3	4.4	-0.9	4.7	20.2
CCOC(=O)c1ccc2nc(NC(=O)C(C)C)sc2c1	-88.3	8.8	0.0	-1.2	-67.5	-0.9	-12.1	-2.1	42.5
COc1ccc(NC(=S)NC(=O)c2ccc3c(c2)OCCO3)cc1	-144.0	4.6	21.3	-2.6	5.5	2.6	28.3	14.2	-5.9
CCCCCCCCCCCCCCCC(=O)OC/C=C(C)/C=C/C=C(C)/C=C/C1=C(C)CCCC1(C)C	21.6	-0.9	0.4	3.7	-41.8	-4.0	21.5	4.9	7.2
Cc1ccc(Cl)cc1N1CCN(S(=O)(=O)c2cccc(S(=O)(=O)N3CCCC3)c2)CC1	25.0	2.6	-18.9	-0.7	23.2	-1.8	5.1	8.0	2.5
CCN(CC)c1nc2c(c(=O)[nH]c(=O)n2C)n1Cc1ccccc1Cl	18.4	1.8	5.9	-1.1	3.8	0.7	7.1	12.2	-0.7
CCOc1cc(S(=O)(=O)N2CCN(Cc3ccccc3)CC2)ccc1Br	-5.8	-0.1	5.5	-3.8	1.0	1.3	0.1	-6.7	27.6
CCCCOc1ccc(/C(O)=C2/C(=O)C(=O)N(CCCOC)C2c2ccncc2)cc1C (stereo unspecified)	-0.7	-1.6	-2.2	-0.8	16.5	-2.8	-7.4	-5.6	12.6
COc1cccc(C(=O)OCC(=O)NCCCc2ccccc2)c1	-1.1	-0.1	1.7	-0.1	-0.3	-1.2	21.3	-12.9	12.0
Cc1ccc(C)c(OCCC(=O)OCC(=O)NNC(=O)c2ccccc2)c1	26.2	0.5	-12.5	-4.6	8.9	-1.8	-1.3	8.7	3.8
CC1CCN(C(=O)COC(=O)c2cc(Cl)cc(Cl)c2N)CC1	5.5	-0.9	-8.8	-1.8	-0.2	-1.3	0.1	8.3	36.0
Cc1cc(C)nc(N2CCC(C(=O)Nc3cccc(C(F)(F)F)c3)CC2)n1	7.9	-0.7	0.2	-0.5	-2.6	-0.6	1.3	22.6	15.7
O=C(NCC(c1ccc(F)cc1)N1CCOCC1)c1ccccc1F (stereo unspecified)	28.0	1.8	3.3	-6.2	17.0	-2.8	6.2	0.0	-3.4
Cn1c(CNC(=O)CNC(=O)c2ccc(C(C)(C)C)cc2)cc(=O)n(C)c1=O	4.8	1.4	-4.1	-1.3	-3.5	-7.3	-0.5	-3.1	13.2
Cc1cccc(OCC(O)Cn2c(=N)n(CCN3CCOCC3)c3ccccc32)c1 (stereo unspecified)	11.2	1.8	-7.1	-5.7	5.4	3.3	8.0	3.8	15.3
CCN(CC)c1ccc(N=Cc2ccc(N(CC)CC)cc2O)cc1	15.3	0.5	-18.3	0.1	-29.1	-0.9	14.2	33.6	9.0
O=C(CSc1cc(Cl)ccc1Cl)NCCN1C(=O)CSC1=O	12.3	1.7	3.8	-6.7	1.2	-1.4	7.7	3.6	12.7
Cc1ccc(N(C)S(=O)(=O)c2csc(C(N)=O)c2)cc1C	6.6	1.0	-6.6	-1.7	-8.0	-2.0	-5.3	8.7	2.5
O=C(CCC(=O)N(CC(=O)NC1CCCCC1)Cc1cccs1)Nc1ccccn1	-5.9	-1.5	7.0	-1.7	-3.6	-4.7	8.2	-9.1	1.7
CSCC[C@H](NC(=O)OC(C)(C)C)c1nnc(SCC(N)=O)o1	-7.4	0.3	1.5	-0.7	7.5	-3.4	-19.2	5.1	8.0
O=c1cc(CCl)nc2sc3ccccc3n12	27.7	3.1	2.4	-0.2	9.8	1.1	-6.1	7.9	18.5
CCCc1cc2c(=O)c(-c3ccccn3)c(C)oc2cc1O	-20.9	0.6	2.0	-8.2	2.0	2.2	3.6	-4.8	15.1

For convenience, part of the list above.
SMILES	Mdm2-MdmX inh	UPR CHOP act	CXCR6 block	APJ ag	APJ antagonist	UPR XBP1 act	CCR6 antag	EBI2 block	tim23-1 inh
CCN(CC)c1ccc(N=Cc2ccc(N(CC)CC)cc2O)cc1	15.3	0.5	-18.3	0.1	-29.1	-0.9	14.2	33.6	9.0
O=C(CSc1cc(Cl)ccc1Cl)NCCN1C(=O)CSC1=O	12.3	1.7	3.8	-6.7	1.2	-1.4	7.7	3.6	12.7

Screening data: PubChem BioAssay, Sanford-Burnham Center for Chemical Genomics

An excerpt; count on the stated rates, not on these rows.
